STEP inh: STEP (human) phosphatase inhibition; recombinant STEP, OMFP fluorogenic substrate, fluorescence; inhibition, % at 20 µM; 0.25% of 360,000 active; AID 588621;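 active = inhibition at 20 µM, scaled per plate between control wells, above about 37%, limit read from the data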;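 note: 0% = DMSO with enzyme and substrate and 100% = substrate only without enzyme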
Target sequence (P54829 whole entry, looked up): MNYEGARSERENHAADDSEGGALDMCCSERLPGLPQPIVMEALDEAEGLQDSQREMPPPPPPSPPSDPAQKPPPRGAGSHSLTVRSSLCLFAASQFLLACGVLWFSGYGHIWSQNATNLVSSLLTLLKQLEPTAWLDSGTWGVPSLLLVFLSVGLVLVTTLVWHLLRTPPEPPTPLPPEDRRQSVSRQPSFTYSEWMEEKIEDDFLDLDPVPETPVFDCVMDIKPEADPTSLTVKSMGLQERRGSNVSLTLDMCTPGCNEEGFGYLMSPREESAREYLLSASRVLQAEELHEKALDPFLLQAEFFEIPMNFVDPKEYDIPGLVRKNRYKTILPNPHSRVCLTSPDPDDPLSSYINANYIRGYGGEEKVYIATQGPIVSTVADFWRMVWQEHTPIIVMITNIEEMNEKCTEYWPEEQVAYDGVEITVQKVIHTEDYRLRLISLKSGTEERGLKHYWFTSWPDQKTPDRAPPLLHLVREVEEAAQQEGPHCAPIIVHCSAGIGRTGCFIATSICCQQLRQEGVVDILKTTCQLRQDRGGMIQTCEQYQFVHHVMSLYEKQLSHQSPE
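Assay system: isolated STEP enzyme. Buffer or medium: pH 6.0 Bis-Tris with DTT and Tween 20. Also added: fluorogenic phosphatase substrate OMFP at 25 µM final. Dosing: 20 µM, 1% DMSO. Timing: 20 min reaction, room temperature, in the dark. Measured by: fluorescence intensity, excitation 480 nm, emission 540 nm. Evaluation: normalized % inhibition.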
SKN-1 block: blocks SKN-1 activity in C. elegans | C. elegans VP596 Pgst-4::GFP/RFP ratio, acrylamide-induced, 24 h | 0.49% of 360,000 active | inhibition, % at 21.8 µM;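 active = interference check ratio from 0.5 to 1.5 plus GFP to RFP signal ratio inhibition reaching or exceeding a fixed threshold, cut at about 30% in these data, passing the limit was not always enough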; note: some compounds called inactive have numbers as strong as hits
SUMO1 PPI mod: modulators of human SUMO1-mediated protein-protein interactions; P63165; SUMO1 binding to a labelled peptide, TR-FRET, 1 h; inhibition, % at 20 µM; 0.33% of 360,000 active; AID 602429; in the data active = inhibition above about 37%
Target sequence (P63165 whole entry, looked up): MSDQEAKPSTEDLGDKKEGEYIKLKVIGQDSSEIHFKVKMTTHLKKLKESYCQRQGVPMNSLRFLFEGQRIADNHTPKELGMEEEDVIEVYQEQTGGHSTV
MT1-MMP act inh: blocks activation of human MT1-MMP; P50281; HT1080 RFP-PRO-GFP cells, GFP/RFP ratio fluorescence, overnight; percent of plate control window, DMSO zero; GFP/RFP ratio change, % at 20 µM; 0.061% of 360,000 active; AID 651647;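 active = GFP/RFP ratio change of at least 30% with cell ATP level not reduced by more than half and red fluorescence within 50% of control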; note: strong numbers were not always called active
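Assay system: HT1080 RFP-PRO-GFP cells. Benchmarks: DMSO vehicle wells and RFP-L50D-GFP reporter cell wells. Times: overnight cell settling, then overnight compound exposure, 37 °C, 5% CO2. Compound: 20 µM single dose, 1% DMSO. Read-out basis: GFP/RFP fluorescence ratio.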
LMPTP block: LMPTP (human) inhibition. P24666. recombinant LMPTP-A, OMFP fluorogenic substrate, fluorescence intensity. 0.22% of 360,000 active. AID 651560. inhibition, % at 20 µM;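 active = compounds that cut the enzyme signal by at least half of the control window in the single-dose screen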;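 note: plate controls were DMSO wells with enzyme plus substrate for no effect and substrate without enzyme for full effect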
Target sequence (P24666 whole entry, looked up): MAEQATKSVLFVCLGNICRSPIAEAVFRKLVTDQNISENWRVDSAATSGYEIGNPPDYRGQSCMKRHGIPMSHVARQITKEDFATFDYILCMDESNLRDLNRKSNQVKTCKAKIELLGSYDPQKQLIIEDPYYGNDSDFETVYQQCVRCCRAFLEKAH
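material = LMPTP-A | quantity = 0.625 nM enzyme | reagent = OMFP substrate, 400 µM final | buffer or medium = Bis-Tris pH 6.0, DTT, detergent | detection = endpoint fluorescence intensity from OMFP dephosphorylation | dosing = single 20 µM dose | read-out basis = % inhibition relative to no-enzyme and uninhibited control wells | control set = no-enzyme and uninhibited controls | timing = 50 min at room temperature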
CendR NRP1 mod: alters CendR peptide binding to human NRP-1; FAM-RPARPAR peptide binding to NRP-1, fluorescence polarization; inhibition, % at 25 µM; 0.85% of 360,000 active;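 active = inhibition or corrected inhibition above about 18%, plus a signal ratio from 0.5 to 1.5, limit read from the data, passing the limit was not always enough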; note: strong numbers were not always called active
DNMT1 block: blocks human DNA methyltransferase DNMT1. P26358. DNMT1 molecular beacon, Hinp1I cleavage, fluorescence. inhibition (reported as % activation of signal), % at 10 µM. 0.83% of 360,000 active; in the data active = inhibition above about 50%
NadD block: blocks S. aureus nicotinate mononucleotide adenylyltransferase. 0.78% of 360,000 active. inhibition, % at 20 µM. purified NadD enzyme, colorimetric absorbance read-out. AID 602399; in the data active = inhibition above about 26%; note: some compounds past the cut are filed as inactive
Scp-1 inhibitor: blocks human Scp-1 phosphatase activity | Recombinant Scp1, phosphopeptide, malachite green phosphate absorbance | Q9GZU7 | 0.88% of 340,000 active | inhibition, % at 20 µM | AID 493091;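 active = inhibition above about 50% at 20 µM, limit read from the data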;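 note: plate controls were DMSO wells with enzyme for no effect and wells lacking enzyme for full effect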
Target sequence (Q9GZU7 76-261 limits assumed): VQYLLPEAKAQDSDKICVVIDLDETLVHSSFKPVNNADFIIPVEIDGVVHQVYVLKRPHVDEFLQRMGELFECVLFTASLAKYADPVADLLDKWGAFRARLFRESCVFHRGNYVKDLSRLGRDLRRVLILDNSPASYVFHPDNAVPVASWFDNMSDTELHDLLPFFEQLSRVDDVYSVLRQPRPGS
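Incubation: 45 min enzyme reaction at room temperature / System: truncated SCP-1 phosphatase (76-261aa) / Reagent: Phospho 17-mer peptide substrate / Buffer or medium: Acidic Tris acetate buffer with magnesium and detergent / Signal: absorbance at 630 nm / Doses: one concentration, 20 µM, with 1.0% DMSO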
Rpn11 block: Rpn11 (human) deubiquitinase inhibition; O00487; human 26S proteasome, Ub4-pepOG fluorescence polarization; 20S core pre-blocked with epoxomicin; calls only at 20 µM; 0.59% of 360,000 active; AID 588493;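 active = inhibition at 20 µM, scaled to each plate's controls, above about 33%, limit read from the data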
Numbers without * were called inactive; i = inactive; x = not tested or not shown; + = active, no number. Hits appear at their usual frequency, and some 3.9% of all compounds hit somewhere here.

SMILES	STEP inh	SKN-1 block	SUMO1 PPI mod	MT1-MMP act inh	LMPTP block	CendR NRP1 mod	DNMT1 block	NadD block	Scp-1 inhibitor	Rpn11 block
CCCNC(=O)C(=O)Nc1ccc2c(c1)N(S(=O)(=O)c1cccs1)CCC2	0	20	3	-4	0.0	15	-1	-6	-15	i
COCCn1c(C)cc(C(=O)CSc2ncn[nH]2)c1C	1	-15	0	2	-0.6	2	1	-3	2	i
Cc1ccc(C)c(NC(=S)N(CCN(C)C)C(C)c2ccccn2)c1 (stereo not given)	0	-3	2	3	-3.3	1	2	-2	-17	i
Cc1ccc(S(=O)(=O)N(C)C)cc1NC(=O)CN1C(=O)NC2(CCCc3ccccc32)C1=O (stereo not given)	3	-10	-2	-2	-2.5	-2	-2	-4	-5	i
COc1cccc(NC(=O)CSc2nnc(CNC(=O)c3ccccc3)n2C)c1	0	-2	-2	4	-0.7	-3	-3	-6	2	i
O=C(CCN1C(=O)/C(=C/c2cccs2)SC1=S)Nc1cccc(C(=O)O)c1	5	16	-2	-5	0.6	-74	2	6	36	+
COc1ccc(-c2csc(-c3cc4ccccc4oc3=N)n2)cc1	4	11	-11	1	1.7	-4	-4	0	14	i
O=C(COCc1cc(-c2ccc3c(c2)OCO3)on1)N1CCN(c2ccccc2)CC1	-2	5	0	-1	2.1	1	-3	-1	0	i
CCOc1ccc(NC(=O)COc2ccccc2C(=O)NCc2ccccc2)cc1	0	-18	0	5	0.4	-4	-5	-11	-2	i
CCC(Sc1nc2ccccc2o1)C(=O)O (stereo not given)	-2	-7	7	1	-0.3	3	6	-8	2	i
O=C(OCCN1CCCC1=O)c1cc(F)c(F)c(F)c1F	1	9	3	-2	-1.4	8	5	-7	-5	i
O=C(NCC1CCCO1)C1CCC(CNS(=O)(=O)c2ccccc2)CC1 (stereo not given)	-4	11	4	6	-1.0	8	5	-2	3	i
CC(C)C(=O)Nc1nnc(COc2ccc(Cl)cc2)s1	3	-4	-2	4	0.0	7	1	-4	-11	i
CC(Oc1ccc2ccccc2c1)C(=O)N/N=C/c1cccnc1 (stereo not given)	-3	5	-5	-1	-1.2	11	-3	-3	-4	i
CN(c1ccccc1)S(=O)(=O)c1ccc(Cl)c(C(=O)Nc2ccc(-c3nc4ccccc4[nH]3)cc2)c1	3	8	4	0	3.6	3	-21	33*	1	i
O=C(N/N=C/c1cn(-c2cccs2)nc1-c1ccccc1)c1ccccc1O	0	-2	18	-9	4.5	5	-18	34*	72*	i
CCC1=Nc2ccccc2NC2=C1C(=O)CCC2	6	12	-4	-35	1.9	-11	-21	3	7	i
COc1ccc(-c2nc(=S)c3c(n2CCN2CCOCC2)CC(C)(C)OC3)cc1	2	0	-5	2	-1.9	8	-2	-1	-10	i
Nc1cc[n+](CC(=O)Nc2ccccc2)cc1	0	0	-1	-1	0.2	6	-3	-1	-3	i
Cc1csc(NC(=O)CCC(=O)N(CC(=O)NC2CCCC2)Cc2ccccc2)n1	0	-2	-1	3	-1.6	-2	0	-7	-9	i
Cc1ccc(C)c(OCC(=O)Nc2c[nH]c(=O)[nH]c2=O)c1	3	1	0	5	-1.4	-14	-3	1	-7	i
C=CCn1c(CNC(=O)c2ccco2)nnc1SCC(=O)Nc1cccc(F)c1	-3	9	4	-2	-0.8	-2	1	-4	-3	i
O=[N+]([O-])c1ccccc1N/N=C1\CCc2ccccc21	-1	6	-9	9	0.5	1	12	-1	-5	i
Cc1cc(N)n2ncc(-c3ccc(Cl)cc3)c2n1	-1	11	2	1	2.2	14	-5	-3	-7	i
COc1ccc(NC(=O)c2cc(C3CCCCN3S(=O)(=O)c3ccc(C#N)cc3)on2)c(C)c1 (stereo not given)	-2	10	-1	3	-1.5	0	-8	-7	x	i

Only SKN-1 block, LMPTP block and Rpn11 block, for two of the compounds above:
SMILES | SKN-1 block | LMPTP block | Rpn11 block
Cc1ccc(C)c(OCC(=O)Nc2c[nH]c(=O)[nH]c2=O)c1 | 1 | -1.4 | i
C=CCn1c(CNC(=O)c2ccco2)nnc1SCC(=O)Nc1cccc(F)c1 | 9 | -0.8 | i

A few values from the list.
Cc1ccc(S(=O)(=O)N(C)C)cc1NC(=O)CN1C(=O)NC2(CCCc3ccccc32)C1=O (stereo not given) in LMPTP block has -2.5
COc1ccc(NC(=O)c2cc(C3CCCCN3S(=O)(=O)c3ccc(C#N)cc3)on2)c(C)c1 (stereo not given) in SKN-1 block has 10

The list goes on.
SMILES	STEP inh	SKN-1 block	SUMO1 PPI mod	MT1-MMP act inh	LMPTP block	CendR NRP1 mod	DNMT1 block	NadD block	Scp-1 inhibitor	Rpn11 block
COc1ccc2c(C)cc(SCc3c(C)noc3C)nc2c1	0	14	-1	-1	2.3	-8	-10	-1	-6	i
O=C(O)CCC(=O)NCc1c(Cl)cccc1Sc1ccc(Cl)cc1	0	1	2	2	-2.3	9	0	-3	-9	i
CN(C)c1ccc(Nc2ccc([N+](=O)[O-])cn2)cc1	1	3	-43	11	2.0	-15	-2	1	6	i
COc1ccccc1C(=O)OCC(=O)NC(=O)NCc1ccccc1	-2	1	-3	2	-1.5	6	3	-3	-3	i
COc1ccc(CCNC(=O)CSc2cn(Cc3cccc(C)c3)c3ccccc23)cc1OC	4	3	3	2	8.5	6	-16	-1	-20	i
COc1ccc(-c2cn3cc([N+](=O)[O-])ccc3n2)cc1OC	2	-2	-13	6	0.5	-5	-4	-4	-9	i
O=C(NC1CCCCCC1)c1ccc2nc3cc(Cl)ccc3c(=O)n2c1	3	3	-3	-3	-1.4	11	7	8	10	i
CNC(=O)c1cc(S(=O)(=O)Nc2ccc3c(c2)OCO3)ccc1C	0	8	2	1	0.2	10	1	-5	-1	i
O=c1cc(-c2ccccc2)[nH]c2ccccc12	-1	-16	-4	9	1.5	-1	1	-4	0	i
CCCN1CCN(S(=O)(=O)c2ccc3c(c2)CCC(=O)N3)CC1	-1	-17	-1	4	-1.7	10	3	-4	-8	i
CCSc1ccccc1C(=O)N1CCN(Cc2ccc3c(c2)OCO3)CC1	1	-11	2	-5	-0.3	12	0	2	0	i
Cc1cc(NC(=O)c2ccco2)ccc1NC(=O)c1ccco1	1	9	4	-2	0.9	6	2	-4	-18	i
Cc1nn(CC(=O)NC2CC2)c(C)c1S(=O)(=O)NC(C)(C)C	-4	22	-1	2	0.9	7	-1	4	-3	i
Cc1ccc(S(=O)(=O)/N=C2\SC(CC(=O)Nc3ccc(F)cc3)C(=O)N2c2ccccc2)cc1 (stereo not given)	-1	17	5	1	2.5	-1	-18	-3	-10	i
CN(C)/C=C/C(=O)c1cc(F)cc(C(F)(F)F)c1	-2	-8	-1	-2	0.1	7	1	-2	-5	i
COc1cccc(C(=O)NC(=S)Nc2ccccc2N2CCOCC2)c1	4	7	5	-1	3.0	15	-3	-4	-7	i
Cc1ccc(C(=O)OCC(=O)N2CCC(c3ccccc3)=N2)cc1	5	2	0	2	-0.6	1	-2	0	-12	i
COc1ccc2c(c1)C(NC(=O)C(F)(F)F)CC2=O (stereo not given)	-2	9	1	2	-0.9	4	0	0	-9	i
COc1nccnc1NS(=O)(=O)c1ccc(NC(=S)NC(=O)c2ccc(F)c(F)c2)cc1	14	3	2	-1	-0.3	12	0	-2	-11	i
COc1ccc(/C(C)=N\NS(=O)(=O)c2ccccc2)cc1OC	2	7	0	2	-2.6	13	0	3	-7	i
CN(C(=O)COC(=O)c1ccc(Cl)nc1)C1CCS(=O)(=O)C1 (stereo not given)	1	-3	1	0	-1.3	-1	0	1	2	i
Cc1nc2sc(C)c(C)c2c(=O)[nH]1	-3	-3	-1	1	-0.5	6	0	8	-1	i
O=C(Nc1ccc2nc3n(c(=O)c2c1)CCCCC3)c1ccccc1[N+](=O)[O-]	4	-16	-22	-3	-1.5	5	1	-6	-4	i
O=C(O)c1ccc(C2Nc3ccccc3C(=O)N2Cc2ccccc2)cc1 (stereo not given)	-2	0	3	-27	-0.8	10	-1	-10	-10	i
O=C(CCCC(=O)N/N=C\c1ccccn1)N/N=C\c1ccccn1	-5	-9	-4	0	-1.5	-5	2	-3	-5	i

(listing goes on)
SMILES	STEP inh	SKN-1 block	SUMO1 PPI mod	MT1-MMP act inh	LMPTP block	CendR NRP1 mod	DNMT1 block	NadD block	Scp-1 inhibitor	Rpn11 block
Cc1cc2c(cc1S(=O)(=O)N(C)c1ccccc1)n(C)c(=O)n2C	-4	-3	5	5	-1.3	0	-1	-3	-2	i
Cc1cc(C)n(CCNC(=O)C2CCC(=O)N(CC3CCCCC3)C2)n1 (stereo not given)	-1	23	2	1	1.7	-6	1	-6	-7	i
COc1ccc(Cl)cc1C(=O)NC(=S)Nc1nc(C)cc(C)n1	2	0	9	-1	0.2	13	0	4	-4	i
Cc1cc(C(F)(F)F)cc(NNC(=O)NC(=O)c2ccccc2Cl)n1	0	-17	-7	4	0.5	-13	3	0	5	i
Cc1ccc(CN(C)C(=O)c2ccc(NS(=O)(=O)c3ccc4[nH]c(=O)[nH]c4c3)cc2)cc1	-1	-15	5	-5	0.2	11	-1	6	-6	i
O=C1c2ccccc2C(=O)c2c([N+](=O)[O-])ccc(O)c21	32	37*	3	59	8.2	10	48	9	67*	i
CCCS(=O)(=O)c1c(S(=O)(=O)CCC)c2cnccn2c1C(=O)c1ccc(F)cc1	2	10	-9	0	-0.1	-9	0	2	-4	i
CNC(=S)NNC(=O)Cc1ccccc1	-2	-9	3	3	-1.2	4	2	-3	0	i
CN1CCNC(=O)C1CC(=O)N1CC=C(c2ccc(F)cc2)CC1 (stereo not given)	3	-8	-2	5	1.6	-6	1	1	1	i
Cc1nc(N)nc(OCC(F)(F)C(F)F)c1Br	0	15	0	-1	-1.4	5	-2	-7	-11	i
Cc1cc(O)c(C(C)C)cc1N=Cc1ccc([N+](=O)[O-])cc1	0	28	-29	-1	0.6	9	0	5	0	i
COc1cc2c(c(OC)c1OC)-c1ccc(OC)c(=O)cc1[C@@H](N(C)CC#CCO)CC2	0	13	-17	25	0.8	-2	-2	2	-10	i
CCCC(=O)N1CCC1(C)C(=O)Nc1cc(C)ccc1C (stereo not given)	2	10	-7	4	-1.5	2	3	3	x	i
O=C(CSc1c[nH]c2ccccc12)NCc1ccc2c(c1)OCO2	-1	-23	1	17	1.2	-8	2	3	-9	i
C=CCOn1c(=O)c(-c2ccc(F)cc2)[n+]([O-])c2ccccc21	1	-12	-31	1	-0.9	7	2	1	-7	i
CCOc1ccc(C(=O)c2ccccc2C(=O)O)cc1OCC	2	-1	10	1	-1.7	-8	-5	2	-1	i
